FN deposition inh = inhibitors of fibronectin matrix deposition, primary screen, AH1F cells, Alexa488-fibronectin fluorescence, plate reader | inhibition, % at 12.6 µM | hit rate 0.086% among 350,000 | AH1F fibroblasts, overnight;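 active means mean inhibition across replicates of 30% or more, regardless of how many single replicates reach that level; inconclusive means mean under 30% yet at least half of replicates reach 30%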;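 further: positive control wells lacked labelled fibronectin entirely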
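Assay system: AH1F fibroblast monolayer, labelled fibronectin deposition. Amount: 10000 cells per well. Also added: labelled fibronectin 24 nM. Compound: single-point pinned compound. Incubation: cell attachment 1 h, compound and FN exposure overnight. Detection: fluorescence after three HBSS washes, excitation 485 nm, emission 525 nm. Read-out: inhibition of fibronectin deposition signal.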
esBAF inh = Bmi1 luciferase reporter increase in mESCs, primary screen, esBAF inhibitor project, mouse ES cells, Bmi1 luciferase knock-in, single point; 24 h; 100% = twice the neutral-well signal; reporter increase, % at 12.5 µM; hit rate 2% among 350,000; AID 602393, 2012; in the data active means activation above about 40%; inconclusive means no clear call, values can overlap the other calls;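 further: 0% = median of the plate's neutral control wells and 100% = double that signal; a rise in the Bmi1 reporter signal indicates esBAF inhibition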
S100A4 inh HTS = inhibitors of S100A4-myosin IIA peptide binding, primary screen, biochemical, fluorescence polarization, TAMRA-MyoIIA peptide; hit rate 0.14% among 360,000; AID 652163, 2013; inhibition, % at 10.7 µM;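 active means mean inhibition of at least 70% across replicates, with every replicate also reaching that level; inconclusive means mean inhibition reaches 70% but some replicates fall short; inactive means mean inhibition below 70%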
Target sequence (P26447 whole entry, looked up): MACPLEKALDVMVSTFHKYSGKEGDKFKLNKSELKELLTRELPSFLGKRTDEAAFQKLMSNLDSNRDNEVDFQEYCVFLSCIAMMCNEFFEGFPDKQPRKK
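Compound dosing: one dose per compound; test system: human S100A4 monomer with TAMRA-labelled myosin IIA peptide; probe or stimulus: TAMRA-labelled myosin IIA heavy-chain peptide probe, 5 nM; medium: HEPES buffer with Ca2+, pH 7.2; schedule: 5 min incubation before reading; benchmarks: neutral control DMSO, positive control TFP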
RAD54 branch = inhibitors of human RAD54 branch migration, primary screen, biochemical, fluorescence, single point. inhibition, % at 10.4 µM. DNA repair and recombination protein RAD54-like (Homo sapiens), Q92698. RAD54 Holliday junction branch migration, FAM/BHQ fluorescence. hit rate 0.14% among 360,000;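 active means mean normalized replicate activity at least 40 and at least half of replicates scoring 40 or more; inconclusive means only one of the two criteria met; inactive means mean below 40 and under half of replicates reaching 40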;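 further: 0% = median of neutral control wells and 100% = median of positive control wells; inhibitors cause a drop in the FAM fluorescence signal; in these data hits start at about 50%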
EWS-Fli inh = EWS/Fli-driven NR0B1 reporter inhibitors, primary screen, A673 cells, NR0B1 luciferase, luminescence, MLPCN library; inhibition, % at 12.6 µM; viability-normalised; hit rate 0.67% among 350,000;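 active means mean inhibition of at least 50% after viability correction, with every replicate also passing that limit; inconclusive means mean reaches 50% but only one of two replicates passes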;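 further: firefly luciferase signal divided by Alamar Blue viability fluorescence both relative to DMSO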
Xi reactivation = activators of inactive X chromosome reactivation, primary screen, imaging, XiGFP fibroblasts, GFP high-content imaging, set 2; XiGFP mouse fibroblasts, % GFP-positive cells imaging, 3 d; cells co-treated with 5-aza-dC sensitizer; scaled so ellipticine positive control = 100%; activation, % at 7.58 µM; hit rate 0.055% among 360,000;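 active means mean normalized replicate activation at least 10% and every replicate at or above 10%; inconclusive means only one of the two criteria met; inactive means mean below 10% and not all replicates reach 10%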;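 further: 0% = median of on-plate neutral control wells and 100% = ellipticine 6 µM median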
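material = 68-5-11 XiGFP fibroblast line | medium = DMEM plus 5-aza-dC sensitizer | schedule = 3 days compound exposure | benchmarks = positive control ellipticine, 6 µM final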
RAD52 inh = RAD52 DNA annealing inhibitors, primary screen, biochemical, FRET, single point, set 2. hit rate 0.46% among 360,000. recombinant RAD52 DNA annealing, FRET fluorescence. DNA repair protein RAD52 homolog (Homo sapiens), P43351. inhibition, % at 18.7 µM;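 active means every replicate showing at least 50% inhibition; inconclusive means mean inhibition at least 50% but not in every replicate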
E-selectin induc = E-selectin induction in HUVECs, primary screen, imaging, HUVEC, immunofluorescence imaging, single point. hit rate 0.37% among 260,000. normalized: neutral wells 0, TNF-alpha wells 100. P16581. activation, % at 7.58 µM;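 active means mean E-selectin-positive cell signal at least 10% of the positive control, reached in at least 60% of replicates, without over 20% cell loss; inconclusive means no rule given, readout overlaps actives, possibly toxicity-flagged; inactive means the rest, including those meeting only one limit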;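 further: in these data hits start at about 27%; measured in HUVEC primary endothelial cells; signal is the percent of cells scored E-selectin positive by PE staining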
Target sequence (P16581 whole entry, looked up): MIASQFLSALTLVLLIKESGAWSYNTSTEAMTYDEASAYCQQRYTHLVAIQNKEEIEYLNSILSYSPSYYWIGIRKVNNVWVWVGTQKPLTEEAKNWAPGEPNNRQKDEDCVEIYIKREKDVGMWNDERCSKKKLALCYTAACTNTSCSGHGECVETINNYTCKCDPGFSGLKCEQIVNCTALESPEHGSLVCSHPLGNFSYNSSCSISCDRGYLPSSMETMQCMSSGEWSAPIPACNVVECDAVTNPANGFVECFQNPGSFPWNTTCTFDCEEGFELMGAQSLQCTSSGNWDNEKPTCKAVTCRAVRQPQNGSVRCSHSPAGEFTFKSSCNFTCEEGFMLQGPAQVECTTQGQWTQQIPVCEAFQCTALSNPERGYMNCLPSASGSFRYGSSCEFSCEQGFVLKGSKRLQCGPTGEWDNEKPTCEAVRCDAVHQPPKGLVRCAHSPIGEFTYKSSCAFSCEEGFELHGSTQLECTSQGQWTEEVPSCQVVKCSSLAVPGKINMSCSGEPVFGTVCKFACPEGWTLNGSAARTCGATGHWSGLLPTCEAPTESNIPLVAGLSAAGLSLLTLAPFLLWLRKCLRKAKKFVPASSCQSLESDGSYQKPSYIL
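assay system = HUVEC, human umbilical vein endothelial cells | input = 3,000 HUVEC seeded per well | medium = EGM-2 growth medium on 0.1% gelatin-coated wells | dosing = one compound dose added by pin transfer | signal = immunofluorescence imaging | read-out basis = % PE-positive cells | control set = TNF-alpha, DMSO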
* marks the source's active call; other numbers are inactive results; i = inactive; u = inconclusive; x = no result given; & = joins results of further samples; ! = repeats disagree.

SMILES | FN deposition inh | esBAF inh | S100A4 inh HTS | RAD54 branch | EWS-Fli inh | Xi reactivation | RAD52 inh | E-selectin induc
CCNC(=O)/C(C#N)=C/c1c(N2CCCCCC2)nc2ccccn2c1=O | 12 | -4 | -2 | 8 | 5 | 0.0 | -30 | 0.0
COc1cccc(S(=O)(=O)N2CCCCN3[C@H](CO)[C@@H](c4ccc(C#CCC(C)C)cc4)[C@H]3C2)c1 | -3 | 1 | x | 2 | 10 | 0.1 | x | 0.2
C[C@H]1CCCCO[C@@H](CN(C)Cc2ccc(C(F)(F)F)cc2)[C@@H](C)CN([C@@H](C)CO)C(=O)c2cc(NC(=O)c3ccccc3)ccc2O1 | x | 0 | -3 | -1 | 14 | 0.3 | -52 | 0.0
CCOC(=O)C1(Cc2ccc(OC)cc2)CCN(C(=O)CCc2cnccn2)CC1 | -1 | x | -2 | 5 | -6 | x | -13 | 14
CCCCOC(=O)NC1CCc2cc(OC)c(OC)c(OC)c2-c2ccc(SC)c(=O)cc21 (configuration not stated) | -25 | x | -3 | x | 55* | 3.2 | -1 | 3.4
CCOC(=O)N1CCC(N2Cc3cccc(C(=O)NCc4ccc5c(c4)OCO5)c3C2=O)CC1 | 2 | 5 | 1 | -2 | 16 | -0.1 | -12 | -0.2
Cc1ccc(NC(=O)Cn2cc3c(n2)CCC(C)C3)cc1 (configuration not stated) | 3 | 4 | -5 | -16 | 5 | 0.3 | -6 | 0.0
CC(=O)c1ccc(N2CCN(c3ccc(C(N)=O)cc3[N+](=O)[O-])CC2)cc1 | -1 | x | 8 | x | 2 | 0.1 | -19 | -0.2
C[C@@H]1CN([C@@H](C)CO)C(=O)Cc2cc(NC(=O)c3ccncc3)ccc2O[C@@H]1CN(C)Cc1ccc(Cl)c(Cl)c1 | x | -5 | 4 | -2 | x | 0.0 | 5 | -1.3
CC(=O)N=c1sc(S(N)(=O)=O)nn1C | 3&-2 | 5 | 2&-13 | 6 | -4 | -0.1 | -3 | -0.4
Cn1cccc1Cc1nnc(SCC(=O)N2CCOCC2)n1-c1ccc(F)cc1 | 7 | -3 | 6 | 0 | 7 | 0.0 | -9 | x
C[C@@H]1CCCCO[C@H](CN(C)C(=O)CCC(F)(F)F)[C@@H](C)CN([C@H](C)CO)C(=O)c2cc(NC(=O)CCC(F)(F)F)ccc2O1 | -1 | 4 | 0 | -2 | 1 | 0.0 | -8 | x
CCOC(=O)c1sc2nc(-c3cccnc3)ccc2c1N | -4 | x | -1 | x | -62 | 0.1 | -61 | 1.4
C/C(=N/NC(=O)CNC(=O)c1cccnc1)c1ccc(Cl)c(Cl)c1 | 3 | -1 | -1 | -5 | -4 | 0.0 | -11 | 0.1
CSc1nsc(SC)c1NC(=O)Nc1ccccc1C | 7 | 2 | -1 | x | -3 | 0.1 | -19 | x
CCOC(=O)N1CCN(C(=O)C2CCCN(c3ncnc4c3sc3cccc(F)c34)C2)CC1 (configuration not stated) | 2 | 13 | 3 | x | 15 | 1.0 | -4 | -0.2
C[C@H]1CN([C@@H](C)CO)C(=O)Cc2cc(N(C)C)ccc2O[C@@H]1CN(C)S(=O)(=O)c1cccs1 | 4 | -1 | 4 | -4 | 2 | -1.2 | -3 | -0.1
CCCN1CCn2c3c(c4cc(Br)ccc42)CCCC31 (configuration not stated) | 3 | 3 | -9 | -2 | -22 | 0.0 | 6 | x
O=C(N/N=C/c1cccnc1)c1cccc(Cl)c1 | -3 | 22 | -3 | 9 | 5 | 0.1 | -12 | 0.0
Cc1ccc(C(=O)N/C(=C\c2cccs2)c2nc3ccccc3[nH]2)cc1 | -3 | x | -10 | x | 1 | 0.0 | 3 | x

Single records, as listed above. Screens in order: FN deposition inh	esBAF inh	S100A4 inh HTS	RAD54 branch	EWS-Fli inh	Xi reactivation	RAD52 inh	E-selectin induc
Cc1ccc(C(=O)N/C(=C\c2cccs2)c2nc3ccccc3[nH]2)cc1 is entered as -3	x	-10	x	1	0.0	3	x
Cn1cccc1Cc1nnc(SCC(=O)N2CCOCC2)n1-c1ccc(F)cc1 is entered as 7	-3	6	0	7	0.0	-9	x
CC(=O)N=c1sc(S(N)(=O)=O)nn1C is entered as 3&-2	5	2&-13	6	-4	-0.1	-3	-0.4
CCOC(=O)c1sc2nc(-c3cccnc3)ccc2c1N is entered as -4	x	-1	x	-62	0.1	-61	1.4

Carrying on:
SMILES | FN deposition inh | esBAF inh | S100A4 inh HTS | RAD54 branch | EWS-Fli inh | Xi reactivation | RAD52 inh | E-selectin induc
COc1ccccc1-c1ccccc1[C@H]1[C@@H](CO)N(C(=O)C2CCC2)[C@H]1C#N | -2 | x | 6 | x | 9 | 0.1 | -10 | -0.1
C[C@H]1CN([C@@H](C)CO)C(=O)c2cc(-c3ccccc3F)cnc2O[C@@H]1CN(C)Cc1ccccc1 | 7 | 2 | 15 | -1 | -10 | -0.6 | -2 | 0.1
Cc1cc(C)n(/C(=C\N(C)C)C(=O)c2cccc([N+](=O)[O-])c2)n1 | -4 | -6 | 4 | 7 | 5 | 0.2 | -3 | -0.2
CCCOc1ccc(N2C(=O)CC(N3CCN(CCN=CC4=C(O)CC(C)(C)CC4=O)CC3)C2=O)cc1 (configuration not stated) | x | x | 6 | x | 1 | 0.1 | -10 | x
O=C(C1CCC1)N1CCCCN2[C@@H](CO)[C@H](c3ccc(-c4ccncc4)cc3)[C@@H]2C1 | 17 | 4 | -2 | 3 | 0 | 0.0 | -9 | -0.2
O=C(C[C@@H]1CC[C@@H]2[C@H](COC[C@@H](O)CN2CCC(F)(F)F)O1)NCc1ccc2c(c1)OCO2 | 5 | 1 | -71 | -2 | -5 | 0.2 | 11 | -0.1
CCCN1CCN(C(=O)CCS(=O)(=O)c2cc3c(cc2Cl)NC(=O)CO3)CC1 | 1 | -4 | 0 | 6 | -9 | 0.3 | -8 | x
COc1ccc2sc(/C=C/c3ccccc3O)[n+](C)c2c1 | -5 | x | -11 | x | 20 | 0.0 | -124 | u
Cc1ccc(OCCNc2ccc(S(=O)(=O)N3CCCC3)cn2)cc1 | 1 | x | -1 | x | -2 | 0.0 | -8 | 0.9
CCS(=O)(=O)NCC[C@@H]1CC[C@@H](NS(=O)(=O)c2cccc(Cl)c2)[C@H](CO)O1 | x | 2 | 6 | 5 | 4 | -0.1 | -8 | 0.1
Cc1nn(-c2ncccn2)c2c1C(=O)CC(C)(C)C2Br (configuration not stated) | 1 | -14 | 1 | 4 | -2 | 0.0 | -1 | x
N#C/C(=C\c1ccc(N2CCOCC2)o1)C(=O)Nc1ccc(O)cc1 | 18 | x | 0 | -130 | -1 | 0.7 | i | 13
O=C(NNc1c2ccccc2nc2ccccc12)c1ccccc1O | 11 | -16 | 2 | 10 | -41 | 0.0 | 5 | x
COc1ccc(OCc2nnc(SCC(=O)N3CCCC3)o2)cc1 | 11 | 4 | 0 | -10 | -2 | 0.2 | -5 | 0.1
C[C@@H]1CCCCO[C@@H](CN(C)C(=O)Nc2cccc3ccccc23)[C@H](C)CN([C@@H](C)CO)C(=O)c2cc(NC(=O)Nc3ccccc3)ccc2O1 | 10 | 5 | x | -17 | 0 | 0.0 | x | x
COc1ccc(CNC(=O)C2CC(c3cc(C(F)(F)F)cc(C(F)(F)F)c3)=NO2)cc1 (configuration not stated) | 16 | 2 | x | 4 | 0 | 0.0 | x | 0.4
O=C(COC(=O)COc1ccc(Cl)cc1)NCCCc1ccccc1 | -19 | -3 | -5 | -13 | 2 | -0.5 | -14 | -0.1
Cc1ccc(C)c(NS(=O)(=O)c2c(C)[nH]c(C)c2C(=O)N2CCCCC2)c1 | -1 | 4 | 1 | 14 | 1 | 0.0 | -1 | x
O=C(NC(=S)N1CCc2ccccc21)c1ccco1 | 3 | x | 4 | x | 11 | 0.0 | -15 | x
Cc1cccc(NC(=O)CN2C(=O)C3CC=CCC3C2=O)c1C (configuration not stated) | 4 | 4 | -2 | 2 | -4 | 0.2 | -1 | x
CN1CCN(Cc2nnc(-c3ccccc3)o2)CC1 | 7 | 4 | 3 | x | 6 | -0.1 | -11 | 0.3
CC(=O)C1(C)N(O)C(C)(C)C(c2cccs2)=[N+]1[O-] (configuration not stated) | 1 | x | -1 | x | -3 | 0.0 | -3 | x
Cc1ncc([N+](=O)[O-])n1CC(=O)Nc1ccc2c(c1)OCO2 | 6 | x | 1 | -11 | 11 | 0.0 | 6 | -0.1
C[C@H](CO)N1C[C@H](C)[C@@H](CN(C)Cc2cccc(C(=O)O)c2)Oc2cc(C#CCC3CCCC3)ccc2S1(=O)=O | x | 7 | -1 | -6 | 4 | x | -21 | x
CC1=C(C(=O)OCCOc2ccccc2)C(c2ccsc2)NC(=O)N1C (configuration not stated) | 3 | x | 10 | x | -1 | -0.1 | -10 | 1.8
COC(=O)c1ccc2c(c1)S(=O)(=O)NC2C (configuration not stated) | 6 | x | 23 | x | -1 | 0.1 | -4 | 0.7
Cc1ccc(SCC(=O)OCC(=O)N(CC(C)C)C2CCS(=O)(=O)C2)cc1C (configuration not stated) | -2 | -3 | 4 | -13 | 0 | 0.1 | -14 | 0.4
C[C@@H]1CN([C@H](C)CO)C(=O)c2cc(C3=CCCC3)cnc2O[C@@H]1CN(C)Cc1cccc(F)c1 | x | 0 | 2 | -6 | 5 | -0.9 | 3 | -0.3
COc1ccccc1CNC(=O)COC(=O)CNS(=O)(=O)c1ccc(C)cc1 | -2 | x | -1 | 3 | -6 | 0.0 | 1 | 16
C[C@H](CO)N1C[C@H](C)[C@@H](CN(C)C(=O)Nc2ccc(C(F)(F)F)cc2)Oc2c(NC(=O)Nc3ccccc3)cccc2C1=O | 18 | 10&-16 | -4&-3 | 1&3 | 64*! | -0.6 | 9&-9 | 0.5
Cn1ccnc1SCC(=O)c1ccc2ccccc2c1 | 3 | x | 0 | x | -103 | 0.0 | -36 | x
CCc1nc2ccc(C(=O)N(C)CC(=O)Nc3ccccc3C(F)(F)F)cc2nc1CC | 0 | x | -6 | x | -8 | 0.0 | -12 | -0.1
CCc1ccc(NC(=O)COC(=O)CCc2nc3cc(S(=O)(=O)N(CC)CC)ccc3n2C)cc1 | 3 | x | x | -4 | x | -0.1 | x | 0.0

High-throughput results deposited in PubChem BioAssay by Broad Institute.
